Bioassay records (PubChem BioAssay)
PvdQ acylase – P. aeruginosa PvdQ acylase inhibitors, primary screen, biochemical, fluorescence, plate reader and imaging, single point. AID 488965, 2010. hit rate 0.063% among 340,000. purified PvdQ acylase. PvdQ acylase [Pseudomonas aeruginosa LESB58]. inhibition, % at 10 µM; in the data active = inhibition above about 30%, passing the limit was not always enough; inconclusive = no clear call, values can overlap the other calls;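 note: 0% = vehicle neutral wells and 100% = reference inhibitor wells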
Wnt act – Wnt/beta-catenin pathway activators, primary screen, cell-based, plate reader, single point. Wnt/beta-catenin reporter cell assay, activator. activation, % at 9.35 µM. hit rate 1.2% among 300,000. AID 743398, 2014; in the data active = activation above about 30%, passing the limit was not always enough; inconclusive = no clear call, values can overlap the other calls;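 note: 0% = neutral control wells and 100% = positive control wells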
Rtt109 HAT inh – inhibitors of C. albicans Rtt109/Vps75 HAT, primary screen, biochemical, ThioGlo CoA-SH fluorescence, plate reader; Histone acetyltransferase RTT109 (Candida albicans (strain SC5314 / ATCC MYA-2876)), …; purified Rtt109/Vps75, 4 h; inhibition, % at 34.9 µM; hit rate 0.16% among 330,000;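 active = inhibition of at least 50% in every replicate; inconclusive = best replicate reaches 50% inhibition but some replicates fall short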
Target sequence (Q5AAJ8 whole entry, looked up): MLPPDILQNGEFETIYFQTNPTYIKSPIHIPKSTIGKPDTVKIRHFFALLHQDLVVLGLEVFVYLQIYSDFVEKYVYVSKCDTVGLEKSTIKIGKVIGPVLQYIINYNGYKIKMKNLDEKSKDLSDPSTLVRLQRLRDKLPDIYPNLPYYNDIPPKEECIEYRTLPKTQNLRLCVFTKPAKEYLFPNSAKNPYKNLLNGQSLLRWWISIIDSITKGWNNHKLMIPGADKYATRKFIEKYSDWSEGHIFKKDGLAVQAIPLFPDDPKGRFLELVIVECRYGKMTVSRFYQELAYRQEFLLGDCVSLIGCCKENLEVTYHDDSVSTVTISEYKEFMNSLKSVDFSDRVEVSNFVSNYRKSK
CAL PDZ inh – CAL PDZ peptide-binding inhibitors, primary screen, biochemical, fluorescence polarization, Cer-tagged CAL PDZ, HTS | Golgi-associated PDZ and coiled-coil motif-containing protein (Homo sapiens), Q9HD26 | purified CAL PDZ, TMR-peptide fluorescence polarization, 1 h | inhibition, % at 20 µM | hit rate 0.02% among 330,000;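 active = highest replicate inhibition of at least 40%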;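 note: plate controls were DMSO neutral control wells for no effect and unlabeled competitor peptide control wells for full effect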
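Control set: unlabelled peptide and DMSO controls / Material: purified CerCALP PDZ construct / Timing: 1 h incubation at room temperature before polarization reading / Doses: 20 µM, one dose / Detection: fluorescence polarization (mP)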
Ecoli viability – E. coli V3065 growth inhibition, primary screen, counter-screen for AddAB inhibitor project, absorbance, OD600; 18 h; inhibition, % at 11.9 µM; hit rate 0.27% among 330,000;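 active = inhibition above the campaign's mean inhibition across all tested compounds plus 3 SD, cut at about 9.9% in these data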;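 note: uninfected addAB+ strain grown without phage in ampicillin broth; 0% = DMSO wells and 100% = ciprofloxacin 0.95 µg/ml wells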
DAGLB inh – DAGLB lipase inhibitors, primary screen, biochemical, fluorescence, HTS; Diacylglycerol lipase-beta (Homo sapiens), Q8NCG7; HEK293T DAGLB membrane lysate, EnzChek fluorogenic substrate; inhibition, % at 5.17 µM; hit rate 0.059% among 340,000; AID 504411, 2011; in the data active = inhibition above about 34%;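 note: 0% = enzyme with vehicle and 100% = wells lacking enzyme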
Target sequence (Q8NCG7 whole entry, looked up): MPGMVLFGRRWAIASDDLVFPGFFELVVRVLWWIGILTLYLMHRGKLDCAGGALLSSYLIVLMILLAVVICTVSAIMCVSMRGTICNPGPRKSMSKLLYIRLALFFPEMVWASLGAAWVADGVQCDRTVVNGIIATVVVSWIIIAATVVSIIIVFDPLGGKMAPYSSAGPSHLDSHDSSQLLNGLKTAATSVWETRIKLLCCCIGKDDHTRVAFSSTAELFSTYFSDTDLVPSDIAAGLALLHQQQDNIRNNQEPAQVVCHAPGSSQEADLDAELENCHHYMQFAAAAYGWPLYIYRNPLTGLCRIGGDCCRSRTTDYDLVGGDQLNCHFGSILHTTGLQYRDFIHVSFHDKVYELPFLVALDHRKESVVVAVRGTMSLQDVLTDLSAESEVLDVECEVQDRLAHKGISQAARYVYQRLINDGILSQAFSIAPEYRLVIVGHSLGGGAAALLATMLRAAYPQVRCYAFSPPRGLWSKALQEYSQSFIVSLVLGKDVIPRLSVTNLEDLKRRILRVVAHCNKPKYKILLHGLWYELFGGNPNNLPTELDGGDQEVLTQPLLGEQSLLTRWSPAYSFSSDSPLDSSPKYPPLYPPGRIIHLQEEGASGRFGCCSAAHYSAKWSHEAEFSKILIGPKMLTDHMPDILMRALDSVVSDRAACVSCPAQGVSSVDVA
Tat transport – E. coli Tat export inhibitors, primary screen, MC4100, TorA-mCherry reporter, fluorescence, single point. inhibition, % at 10 µM. hit rate 0.036% among 340,000. AID 488895, 2010;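 active = mean replicate inhibition at least 50% and at least half of replicates individually reaching 50%; inconclusive = only one of the two criteria met; inactive = neither criterion met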;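 note: exported cargo escapes ClpAP degradation while cytoplasmic cargo is degraded and loses fluorescence; 0% = median of neutral control wells and 100% = median of NaSCN control wells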
AddAB inh – growth inhibition of E. coli expressing H. pylori AddAB, primary screen, AddAB inhibitor project, absorbance; inhibition, % at 11.9 µM; hit rate 0.29% among 330,000; AID 435030, 2010; in the data active = inhibition above about 12%;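 note: 0% = vehicle wells of infected cells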
PfHsp90 set2 – growth inhibition of PfHsp90-expressing yeast, primary screen, antimalarial PfHsp90 inhibitor project, S. cerevisiae, BacTiter-Glo luminescence, single point, set 2; BacTiter-Glo ATP, 48 h; yeast lacking PDR1 and PDR3 efflux regulators; inhibition, % at 9.4 µM; hit rate 0.32% among 310,000; AID 504621, 2011;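 active = every replicate shows inhibition above about 80%, whatever the replicate mean, limit read from the data; inconclusive = mean inhibition reaches the set limit but some replicate falls short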;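 note: 0% = DMSO neutral controls and 100% = 20 µM radicicol positive controls; yeast relying on Plasmodium falciparum Hsp90 in place of its own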
phage Ecoli inh – growth loss of phage-infected E. coli, primary screen, RecBCD inhibitor project, absorbance, with phage, HTS; inhibition, % at 11.9 µM; hit rate 0.26% among 360,000; AID 651602, 2012; in the data active = inhibition above about 11%
* marks the source's active call; other numbers are inactive results; ? = inconclusive; . = no result given.

[1] O=C(O)c1ccc(Nc2ccc(Cl)c(Cl)c2)c([N+](=O)[O-])c1
[2] COc1ccc(N(CC(=O)Nc2ccc(C)c(C)c2)C2=NC3CS(=O)(=O)CC3S2)cc1 (configuration not stated)
[3] CC(=O)N1CCN(CC(C)(C)NS(=O)(=O)c2ccc(C)cc2)CC1
[4] Cc1ccc(C(=O)NNC(=O)CSc2nnc(-c3ccncc3)n2-c2ccc(C)cc2)cc1
[5] CN(Cc1ccccn1)C(=O)CC1C(=O)NCCN1Cc1cccc(Oc2ccccc2)c1 (configuration not stated)
[6] Cc1ccc(Nc2nnc(-c3ccc4c(c3)OCO4)o2)c(C)c1

entry no. | 1 | 2 | 3 | 4 | 5 | 6
Wnt act | -1.4 | 0.7 | 1.3 | -3.3 | -4.9 | 4.2
Rtt109 HAT inh | -0.2 | 4.8 | -7.9 | -17.0 | ? | -7.4
PvdQ acylase | 6.1 | -16.9 | 10.7 | -8.8 | 9.0 | -9.5
PfHsp90 set2 | 6.4 | -14.2 | -15.4 | 40.4 | 14.1 | -47.8
Tat transport | -5.2 | -0.6 | 6.7 | 3.1 | 2.3 | -11.0
DAGLB inh | 9.3 | 0.9 | -3.3 | 1.8 | -0.8 | -1.9
phage Ecoli inh | 0.2 | 1.4 | -1.4 | 2.5 | 2.8 | 3.4
Ecoli viability | . | 3.1 | 1.6 | -0.4 | -0.1 | -2.9
AddAB inh | . | -1.1 | 0.6 | 2.6 | -2.1 | -1.1
CAL PDZ inh | -0.1 | 0.0 | -2.7 | -1.0 | -0.8 | -1.6

The last 2 entries of the section above come first, to join the parts:
[5] CN(Cc1ccccn1)C(=O)CC1C(=O)NCCN1Cc1cccc(Oc2ccccc2)c1 (configuration not stated)
[6] Cc1ccc(Nc2nnc(-c3ccc4c(c3)OCO4)o2)c(C)c1
[7] CCc1ccc(O)c(CNCCNCc2cc(CC)ccc2O)c1
[8] Cc1cccc[n+]1CC(=O)c1ccc2c(c1)OCCO2
[9] COc1cccc(CNC(=O)CCCc2cn(C)c3ccccc23)c1
[10] NC(=O)c1nsc(C(=O)N(c2ccccc2)C(C(=O)NCC2CCCO2)c2ccc(F)cc2)c1N (configuration not stated)
[11] COc1ccc(CCNC(=O)CCC(=O)Nc2ccccc2[N+](=O)[O-])cc1OC
[12] COc1cc(OC)cc(C(=O)NCC(=O)OCC(=O)Nc2cc(S(C)(=O)=O)ccc2Cl)c1

entry no. | 5 | 6 | 7 | 8 | 9 | 10 | 11 | 12
Wnt act | -4.9 | 4.2 | -4.0 | . | 4.1 | -2.3 | -0.6 | -2.6
Rtt109 HAT inh | ? | -7.4 | 0.2 | . | 4.3 | -6.3 | -7.3 | -6.1
PvdQ acylase | 9.0 | -9.5 | -14.0 | -12.3 | -18.9 | -13.2 | -16.5 | -14.5
PfHsp90 set2 | 14.1 | -47.8 | -10.5 | -8.1 | 20.2 | 16.1 | -25.6 | -0.5
Tat transport | 2.3 | -11.0 | -3.0 | -4.7 | 3.5 | -10.1 | -3.3 | 0.0
DAGLB inh | -0.8 | -1.9 | -22.9 | -1.8 | -5.0 | 0.2 | -1.2 | -2.3
phage Ecoli inh | 2.8 | 3.4 | 4.1 | 0.6 | 2.6 | -1.8 | 1.7 | 0.7
Ecoli viability | -0.1 | -2.9 | -3.3 | -1.3 | -0.8 | -3.5 | -0.1 | 0.3
AddAB inh | -2.1 | -1.1 | -1.5 | -2.3 | 0.8 | 1.7 | 3.9 | 1.7
CAL PDZ inh | -0.8 | -1.6 | 0.6 | -1.8 | -0.6 | -0.3 | -0.1 | -3.2

[13] Cc1nnc(SCC(=O)N2CCN(c3ccccc3F)CC2)n1C1CC1
[14] C=CC[C@@H](CC(=O)N(CCO)Cc1ccccc1)C(=O)NC[C@H](OC(=O)[C@@H](CC=C)Cc1ccc(F)cc1)c1ccccc1
[15] COc1ccc(-c2oc3ncn(Cc4ccco4)c(=N)c3c2-c2ccc(OC)cc2)cc1
[16] O=C(c1cccs1)n1nc(-c2cccnc2)nc1NCc1ccco1
[17] COc1ccc(CNC(=O)C[C@H]2C(=O)N(CCc3ccccc3)C[C@@H]2Cc2ccccc2)cc1
[18] CN(C)S(=O)(=O)NCCNc1ccc(C(F)(F)F)cc1[N+](=O)[O-]

entry no. | 13 | 14 | 15 | 16 | 17 | 18
Wnt act | -0.7 | -7.7 | . | 14.0 | -5.3 | 0.2
Rtt109 HAT inh | -3.2 | -2.3 | -0.6 | 6.9 | 12.2 | -2.2
PvdQ acylase | -11.2 | -10.3 | -4.8 | -0.6 | 7.9 | 8.3
PfHsp90 set2 | . | 6.1 | 3.5 | 6.2 | 13.0 | -17.0
Tat transport | -4.2 | 10.2 | -7.6 | -0.7 | 13.3 | -1.4
DAGLB inh | 1.6 | -5.4 | -0.5 | -3.2 | -1.0 | 3.4
phage Ecoli inh | 5.2 | 3.5 | -0.1 | 1.1 | 1.4 | 4.6
Ecoli viability | . | -2.0 | -0.7 | . | 2.7 | -0.3
AddAB inh | . | 1.8 | 4.2 | . | 3.2 | -2.7
CAL PDZ inh | -0.8 | -1.3 | -0.6 | -6.8 | -1.1 | -6.8

Ten entries out of the list, arranged by length of the SMILES, ascending:
[7] CCc1ccc(O)c(CNCCNCc2cc(CC)ccc2O)c1
[9] COc1cccc(CNC(=O)CCCc2cn(C)c3ccccc23)c1
[6] Cc1ccc(Nc2nnc(-c3ccc4c(c3)OCO4)o2)c(C)c1
[13] Cc1nnc(SCC(=O)N2CCN(c3ccccc3F)CC2)n1C1CC1
[11] COc1ccc(CCNC(=O)CCC(=O)Nc2ccccc2[N+](=O)[O-])cc1OC
[15] COc1ccc(-c2oc3ncn(Cc4ccco4)c(=N)c3c2-c2ccc(OC)cc2)cc1
[12] COc1cc(OC)cc(C(=O)NCC(=O)OCC(=O)Nc2cc(S(C)(=O)=O)ccc2Cl)c1
[10] NC(=O)c1nsc(C(=O)N(c2ccccc2)C(C(=O)NCC2CCCO2)c2ccc(F)cc2)c1N (configuration not stated)

entry no. | 7 | 9 | 6 | 13 | 11 | 15 | 12 | 10
Wnt act | -4.0 | 4.1 | 4.2 | -0.7 | -0.6 | . | -2.6 | -2.3
Rtt109 HAT inh | 0.2 | 4.3 | -7.4 | -3.2 | -7.3 | -0.6 | -6.1 | -6.3
PvdQ acylase | -14.0 | -18.9 | -9.5 | -11.2 | -16.5 | -4.8 | -14.5 | -13.2
PfHsp90 set2 | -10.5 | 20.2 | -47.8 | . | -25.6 | 3.5 | -0.5 | 16.1
Tat transport | -3.0 | 3.5 | -11.0 | -4.2 | -3.3 | -7.6 | 0.0 | -10.1
DAGLB inh | -22.9 | -5.0 | -1.9 | 1.6 | -1.2 | -0.5 | -2.3 | 0.2
phage Ecoli inh | 4.1 | 2.6 | 3.4 | 5.2 | 1.7 | -0.1 | 0.7 | -1.8
Ecoli viability | -3.3 | -0.8 | -2.9 | . | -0.1 | -0.7 | 0.3 | -3.5
AddAB inh | -1.5 | 0.8 | -1.1 | . | 3.9 | 4.2 | 1.7 | 1.7
CAL PDZ inh | 0.6 | -0.6 | -1.6 | -0.8 | -0.1 | -0.6 | -3.2 | -0.3

[17] COc1ccc(CNC(=O)C[C@H]2C(=O)N(CCc3ccccc3)C[C@@H]2Cc2ccccc2)cc1
[14] C=CC[C@@H](CC(=O)N(CCO)Cc1ccccc1)C(=O)NC[C@H](OC(=O)[C@@H](CC=C)Cc1ccc(F)cc1)c1ccccc1

entry no. | 17 | 14
Wnt act | -5.3 | -7.7
Rtt109 HAT inh | 12.2 | -2.3
PvdQ acylase | 7.9 | -10.3
PfHsp90 set2 | 13.0 | 6.1
Tat transport | 13.3 | 10.2
DAGLB inh | -1.0 | -5.4
phage Ecoli inh | 1.4 | 3.5
Ecoli viability | 2.7 | -2.0
AddAB inh | 3.2 | 1.8
CAL PDZ inh | -1.1 | -1.3

More compounds follow:
[19] N#Cc1nc(COc2ccccc2F)oc1NCCc1ccccc1
[20] CC(=O)Nc1cccc(C(=O)OC2CCOC2=O)c1 (configuration not stated)
[21] CN1CCN(c2ccc(S(=O)(=O)N3CCCCC3)cc2NC(=O)Cc2ccc(Cl)cc2)CC1
[22] Cc1cccc(C(=O)N[C@H](C(=O)Nc2ncc(C)s2)C(C)C)c1
[23] CN1CCN(CCCNC(=O)c2ccc(/C=C3/Sc4ccccc4N(Cc4cccc(Cl)c4)C3=O)cc2)CC1
[24] O=C(Cc1c(F)cccc1Cl)Nc1ccncc1
[25] CSc1nc(Oc2ccc(=O)[nH]n2)nc(N(C)C)n1
[26] O=c1c(C/C=C/c2ccccc2)c(O)ccn1Cc1cccc(Cl)c1
[27] CC1CC(C)CN(C(=O)c2ccc(N3CC4CC(C3)c3cccc(=O)n3C4)c([N+](=O)[O-])c2)C1 (configuration not stated)

entry no. | 19 | 20 | 21 | 22 | 23 | 24 | 25 | 26 | 27
Wnt act | . | -0.1 | . | -2.7 | -22.2 | -1.4 | . | -0.6 | -6.6
Rtt109 HAT inh | 1.5 | -14.3 | 14.3 | 19.8 | 42.6 | -9.2 | -3.7 | 0.9 | 14.6
PvdQ acylase | -2.8 | -9.0 | -6.1 | -13.5 | 4.3 | -13.4 | -5.7 | 4.4 | -5.9
PfHsp90 set2 | 18.1 | 1.1 | -4.2 | 8.4 | 36.5 | -4.9 | -1.5 | 6.8 | 11.1
Tat transport | 9.2 | -7.5 | 0.5 | 5.9 | 25.6 | 8.5 | 1.3 | 5.5 | 3.6
DAGLB inh | -5.9 | -1.1 | -2.6 | 1.3 | -0.4 | 1.5 | 0.1 | 1.3 | 0.8
phage Ecoli inh | 1.9 | 2.0 | 0.9 | 1.5 | 0.4 | 2.5 | -1.6 | 2.4 | 2.4
Ecoli viability | 1.9 | -1.0 | -3.8 | 1.9 | . | 1.4 | -0.2 | 3.2 | 4.7
AddAB inh | 1.3 | 1.0 | 1.2 | 0.4 | . | 3.0 | -0.5 | 1.5 | 1.6
CAL PDZ inh | -4.0 | -1.6 | -1.9 | -6.3 | -2.2 | -2.2 | -1.5 | -7.8 | 0.9
